# mHtt clearance: mutant huntingtin protein clearance; HeLa Exon1htt(103Q)mCFP, aggregate imaging; zero = plate's median compound well; inhibition, % at 1.5 µM; 47,000 tested, 0.42% active; AID 853;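 active = inhibition of aggregate fluorescence above about 70%, also judged a hit by eye on the cell image, limit read from the data, passing the limit was not always enough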;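 note: cells exposed to compound for three days before fixation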
# mHtt clearance grain fraction: recorded beside mHtt clearance, whose call it bears; fraction fluorescence in grains; measured here: aggregate grain fluorescence fraction; hits give low values;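 scaled fraction of total cell fluorescence in grains with unit not stated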
# Numbers without * were called inactive; i = inactive. An excerpt (hit frequency here may not be typical).
SMILES,mHtt clearance,mHtt clearance grain fraction
CCOC(=O)C1=C(c2ccccc2)N=c2s/c(=C\c3ccc(O)cc3)c(=O)n2C1c1cccs1 (stereo not given),-41,43
CCN(CC)S(=O)(=O)c1ccc2c(c1)c(=O)c(C(=O)N1CCN(c3ccccc3)CC1)cn2C,22,17
c1ccc(COc2ccc(CNn3cnnc3)cc2)cc1,-5,21
Cc1nc(NC2=NCN(CCN3CCOCC3)CN2)nc2c(C)cccc12,6,16
O=C(NC12CC3CC(CC(C3)C1)C2)N1CCCC(CO)C1 (stereo not given),23,14
CS(=O)(=O)N1CCN(C(=O)c2ccc(F)cc2)CC1,-6,22
COc1cccc(C(=O)N2CCN(C(=O)c3cccc4ccccc34)CC2)c1OC,-33,27
CC1CCCCN1C(=O)Cc1ccc(F)cc1 (stereo not given),23,14
COC(=O)c1[nH]c2ccc(Br)cc2c1NC(=O)C(C)N1CCN(C2CCCCC2)CC1 (stereo not given),46,16
O=S(=O)(NCc1ccc2c(c1)OCO2)c1ccc2c(c1)oc1ccccc12,16,17
CCCN1C(=O)c2ccc(C(=O)NC3=NCCS3)cc2C1=O,-34,23
CCN(CC)C(=O)CSc1nnc([C@H](Cc2c[nH]c3ccccc23)NC(=O)OC(C)(C)C)o1,-13,32
Nc1ccc(C(O)(C(F)(F)F)C(F)(F)F)cc1,39,12
COc1ccc(C2=NO[C@@H]3C(=O)N(c4ccc5c(c4)OCCO5)C(=O)[C@H]23)cc1OC,-34,25
CCOC(=O)c1c(NC(=O)c2cccs2)sc(C)c1CC,-16,52
COc1ccc(S(=O)(=O)N(Cc2cc3ccc(OC)cc3[nH]c2=O)CC2COCCO2)cc1 (stereo not given),56,15
COc1cccc(Nc2nc(C)cc(C)c2C#N)c1,-16,21
CCN(CC)S(=O)(=O)c1ccc(Oc2ccc(S(=O)(=O)N(CC)CC)cc2)cc1,35,15
CN(C)/C=N/c1ncnc2c1cnn2-c1ccc(C(F)(F)F)cn1,-53,71
COc1ccccc1C1CC(=O)NC(SCC(=O)Nc2ccccc2)=C1C#N (stereo not given),-19,40

# 16 entries already listed, sorted by length of the SMILES, lowest first.
SMILES,mHtt clearance,mHtt clearance grain fraction
CC1CCCCN1C(=O)Cc1ccc(F)cc1 (stereo not given),23,14
COc1cccc(Nc2nc(C)cc(C)c2C#N)c1,-16,21
c1ccc(COc2ccc(CNn3cnnc3)cc2)cc1,-5,21
Nc1ccc(C(O)(C(F)(F)F)C(F)(F)F)cc1,39,12
CCOC(=O)c1c(NC(=O)c2cccs2)sc(C)c1CC,-16,52
CS(=O)(=O)N1CCN(C(=O)c2ccc(F)cc2)CC1,-6,22
O=C(NC12CC3CC(CC(C3)C1)C2)N1CCCC(CO)C1 (stereo not given),23,14
Cc1nc(NC2=NCN(CCN3CCOCC3)CN2)nc2c(C)cccc12,6,16
COc1ccccc1C1CC(=O)NC(SCC(=O)Nc2ccccc2)=C1C#N (stereo not given),-19,40
O=S(=O)(NCc1ccc2c(c1)OCO2)c1ccc2c(c1)oc1ccccc12,16,17
COc1cccc(C(=O)N2CCN(C(=O)c3cccc4ccccc34)CC2)c1OC,-33,27
CCN(CC)S(=O)(=O)c1ccc(Oc2ccc(S(=O)(=O)N(CC)CC)cc2)cc1,35,15
COC(=O)c1[nH]c2ccc(Br)cc2c1NC(=O)C(C)N1CCN(C2CCCCC2)CC1 (stereo not given),46,16
COc1ccc(S(=O)(=O)N(Cc2cc3ccc(OC)cc3[nH]c2=O)CC2COCCO2)cc1 (stereo not given),56,15
CCOC(=O)C1=C(c2ccccc2)N=c2s/c(=C\c3ccc(O)cc3)c(=O)n2C1c1cccs1 (stereo not given),-41,43
CCN(CC)C(=O)CSc1nnc([C@H](Cc2c[nH]c3ccccc23)NC(=O)OC(C)(C)C)o1,-13,32

# (more compounds)
SMILES,mHtt clearance,mHtt clearance grain fraction
Cc1occc1C(=O)NC(C)C1CCCO1 (stereo not given),43,11
COC(=O)CSc1[nH]c(=O)cc(C)c1C#N,-24,47
Cc1cccc(N2CCN(C(=O)Cn3sc4nc(C)cc(C)c4c3=O)CC2C)c1 (stereo not given),i,324
CCOc1ccc2c(c1)n(CO)c(=S)n2CO,12,17
CC(C)N=C1SCC(C)(/C=N/O)S1 (stereo not given),-8,31
COn1c(SC2CCCCC2)nc2ccccc2c1=O,-18,40
Cc1[nH]nc2c1C1(CCC(c3ccccc3)CC1)C(C#N)=C(N)O2 (stereo not given),-8,17
Cc1ccc(S(=O)(=O)c2n[nH]n3c2nc(=O)c2ccccc23)cc1,21,24
C=CCNC(=O)c1ccccc1NC(=O)c1ccccc1,-3,20
CCN(c1cccc(C)c1)c1nc2ccsc2c(=O)s1,-33,25
COc1ccc(-c2nc(C#N)c(N3CCc4ccccc4C3)o2)cc1OC,-21,49
CCc1c(O)nc(SCC(=O)NCc2ccco2)[nH]c1=O,49,17
CCOC(=O)c1c(N)sc2c(OCC)c(Br)ccc12,-54,28
CN(C)S(=O)(=O)c1ccc(NC(=O)CN2CCN(C(c3ccccc3)c3ccccc3)CC2)cc1,50,15
COc1ccc(C(=O)N2CC(=O)N(CCc3ccccc3)C(=O)C2)cc1OC,27,15
Cc1ccc(Cc2cncc(O)c2)cc1S(=O)(=O)O,33,12
COc1ccc(CC(=O)OCC(=O)Nc2ncc(Cl)cc2Cl)cc1,22,17
COc1ccc(OC)c(NC(=O)c2cc(-c3cc(Cl)ccc3O)n[nH]2)c1,13,37
CNCC/C=C1/c2ccccc2CSc2ccccc21,22,14
O=C(CN(Cc1ccco1)C(=O)Cn1nnc(-c2cccs2)n1)NCc1ccccc1,4,35
CCOc1c(OC)ccc2c3c(c(=O)oc12)CCCC3,-41,45
O=C(NCCN1CCOCC1)c1cc(-c2ccccc2)on1,-34,27
CCOC(=O)C1C(=O)CC(C)(O)C(C(=O)OCC)C1c1ccccc1OC (stereo not given),-12,18
CC(O)COc1ccc(/C(=N/O)c2ccccc2)cc1 (stereo not given),40,23
COc1ccc(C(=O)COC(=O)CCn2nnc(-c3cccc(O)c3OC)n2)cc1,-26,46
NCCOc1ccccc1Cc1ccccc1,-37,22
CCOC(=O)c1cnc2c(C(F)(F)F)cccc2c1N1CCOCC1,26,34
Cc1ccc(C)n1-c1ncn[nH]1,-5,38
CCc1ccc2oc(-c3cccc(NC(=O)c4cccnc4)c3)nc2c1,-36,52
Cn1ncc(Cl)c1C(=O)Nc1cccnc1,-19,44
Cc1ccc(C(=O)Nc2ccc3cn[nH]c3c2)cc1S(=O)(=O)N1CCCCC1,16,16
Cc1nc2cc(C(F)(F)F)ccc2n1C1CCN(C(=O)N2CCOCC2)CC1,-21,27
c1ccc(Sc2ncnc3c2oc2ccccc23)nc1,-15,43
Cc1nc(SCc2c(F)cccc2Cl)c2c(=O)n(C)c(=O)n(C)c2n1,28,38
Cc1noc(C)c1C(=O)Nc1cccnc1,2,16
CCOC(=O)c1cc(CC)sc1NC(=O)c1cc(OC)c(OC)c(OC)c1,-2,38
CCOc1cc(C2C(C#N)=C(N)OC3CCCC(=O)C32)ccc1OCCN1CCOCC1 (stereo not given),48,11
CCc1nnc(NC(=O)CCC(=O)N2CCN(Cc3cc(Cl)ccc3OC)CC2)s1,-69,35
Cc1cccc(NC(=O)Cn2c(=O)n(C)c3ccccc32)c1,-10,22
O=C(CCSc1nnc(-c2ccncc2)o1)Nc1cccc2ccccc12,59,8.2

# Part of the list above, with two lines to a compound:
# Each structure is followed by: mHtt clearance | mHtt clearance grain fraction
Cc1nc(SCc2c(F)cccc2Cl)c2c(=O)n(C)c(=O)n(C)c2n1
    28 | 38
CCOC(=O)C1C(=O)CC(C)(O)C(C(=O)OCC)C1c1ccccc1OC (stereo not given)
    -12 | 18

# (further entries)
SMILES,mHtt clearance,mHtt clearance grain fraction
CCn1c(CNC(=O)Cc2ccc(OC)cc2)nnc1SCC(=O)NC1CCCCC1,-153,78
CCOc1ccccc1N(CC(=O)Nc1cc(OC)ccc1OC)S(C)(=O)=O,64,8.3
Cc1cc(OC(=O)c2c(Cl)cc(Cl)cc2Cl)nc(C)n1,24,25
NC1=NC(=O)CC(C(=O)NCc2ccccc2)S1 (stereo not given),-31,25
O=C(Nc1ccccc1)c1ccn[nH]1,2,35
CC(NC(=O)C1CCN(S(=O)(=O)N2CCCCCC2)CC1)c1ccccc1 (stereo not given),50,18
COc1ccccc1NC(=O)c1csc2c1CCCC2,12,26
c1ccc(Cc2nnc3sc(-c4cccnc4)nn23)cc1,32,12
c1cnc2ccc(C(c3nnnn3C3CCCC3)N3CCN4CCCC4C3)cc2c1 (stereo not given),45,22
CCn1c(COc2ccccc2C)nnc1SCC(=O)O,4,20
CCOC(=O)c1cc(C)n(CCc2ccccc2)c1C,-14,24
Cc1ccc(S(=O)(=O)NCc2nc3ccccc3c(=O)n2N)cc1,-36,23
N#Cc1ccc(CSc2nnc(COc3ccccc3)n2-c2ccccc2)cc1,-75,56
Cn1nc(-c2ccc(C(=O)O)cc2)c2ccccc2c1=O,-56,44
COc1ccc(NC(=O)/C(=C\c2ccc(OS(=O)(=O)c3ccc(C)cc3)cc2)NC(=O)c2ccccc2)cc1,14,35
Cn1cnnc1SCc1ccc(F)c2ccccc12,18,15
Cc1ccc(C(=O)c2ccccc2C(=O)O)s1,-26,47
COc1cccc(-c2ncc3ccccn23)c1,28,14
O=C1CCCC2=C1C(c1ccco1)Nc1ccc(C(=O)c3ccccc3)cc1N2 (stereo not given),-42,52
CCCOc1ccccc1NC(=O)/C=C/C(N)=O,15,17
CCOC(=O)c1[nH]c2ccc(OC)cc2c1NC(=O)C(C)N1CCSCC1 (stereo not given),-48,30
COc1ccccc1N1CC(O)=C(c2nc3ccccc3c(=O)[nH]2)C1=N,-14,20
COC(=O)[C@@H](NC(=O)Nc1ccc(OC(F)(F)F)cc1)C(C)C,16,26
CCOc1ccccc1C1C(C(N)=O)=C(C)Nc2nc(-c3cccc(C)c3)nn21 (stereo not given),-26,39
COC(=O)Cc1c(C)c2c(OCc3nn[nH]n3)cc(C)cc2oc1=O,-10,38
O=C1NC(c2ccccc2Cl)Nc2ccccc21 (stereo not given),-3,40
CCOC(=O)c1cc(-c2ccc(N)cc2)sc1N,10,15
Cc1ccc2nc(/C(C#N)=C/c3cn[nH]c3-c3ccc(F)cc3)[nH]c2c1,-77,77
CC(NS(C)(=O)=O)C(c1cccs1)N1CCN(c2ccccc2)CC1 (stereo not given),32,13
O=c1oc2ccccc2cc1-c1nc(-c2ccccc2)no1,24,30
COCCNC(=S)NC1CC2CCCC(C1)N2Cc1cccs1 (stereo not given),-5,40
Cc1cc(C)nc(Sc2c(F)c(F)c(C(F)(F)F)c(F)c2F)n1,-11,50
COc1ccc(N2CC(C(=O)Nc3ccc4c(c3)OCO4)CC2=O)cc1 (stereo not given),-1,35
CCCOP(=O)(OCCC)C1(Nc2ccc(C)cc2)CCCCC1,-19,52
COc1cccc(N2CCN(CC(=O)c3c(C)[nH]c4ccccc34)CC2)c1,20,19
C=CCN=C1SCC(=O)N1S(=O)(=O)c1ccccc1,-9,44
CCOC(=O)C1=C(C)N(c2nonc2NC(C)=O)C(N)=C(C#N)C1c1ccccc1F (stereo not given),50,20
Cc1ccc(-n2c(CNc3ccc(F)cc3)nnc2SCC(=O)N2CCCC2)cc1,-41,52
N#Cc1cc2c(nc1SCc1cccnc1)CCC2,-43,49
Cc1cnc(NC(=O)CSc2nnc(-c3ccc(Cl)cc3Cl)n2N)s1,8,15
Cn1c(SCC(=O)c2ccccc2)nc2cccnc21,44,10
O=C1C2ON(c3ccccc3)C(c3ccccn3)C2C(=O)N1c1ccc(Br)cc1 (stereo not given),22,24
COc1ccc(-n2c(SCC(=O)Nc3ccc4c(c3)OCO4)nnc2C(C)N2CCCCC2)cc1 (stereo not given),-60,54
O=C(COc1ccc([N+](=O)[O-])cc1)NCc1ccccc1,8,20
CC1CCN(C(=O)c2cc3ccccc3o2)CC1,46,11
Cn1c(=O)[nH]c(=O)c2c1nc(N1CCOCC1)n2CC(O)COc1ccccc1 (stereo not given),-14,21
O=C(Nc1ccc2c(c1)OCO2)C1CCCN1C(=O)NCc1ccccc1 (stereo not given),33,20
CN1C(=O)/C(=C/c2cc(N=Nc3ccccc3)ccc2O)SC1=S,-8,38
CCOC(=O)N1CCN(C(=O)CSCc2ccc(C)cc2)CC1,-22,36
CSc1nc(-c2ccccc2)nn1S(=O)(=O)c1ccccc1,19,16
CC1CCCC(C)N1C(=O)c1ccccc1Nc1ccc(SC(F)F)cc1 (stereo not given),13,26
CC(NC(=O)Cc1cccs1)c1ccncc1 (stereo not given),31,14
O=C(Cn1c(=O)n(Cc2ccco2)c(=O)c2c3c(sc21)CCCC3)Nc1ccccc1,22,16
O=C(O)C1C2C=CC(C2)C1C(=O)N1CCN(CCO)CC1 (stereo not given),-20,46
Cc1ccc2c(c1)NC(=O)C(CC(=O)NCCCN1CCCCC1)O2 (stereo not given),34,30
COC(=O)COc1cccc(NC(=O)COc2ccccc2)c1,13,16
CCOC(=O)C1CCCCN1Cc1cccc(C(F)(F)F)c1 (stereo not given),2,17
Cc1cccc(-c2csc(N)c2C(=O)OC(C)C)c1,4,19
COc1ccc(CN2C(=O)CN(C3CCCCCC3)C(=O)C2c2ccc(OC)c(OC)c2)cc1 (stereo not given),19,18
Cc1ccc(-n2c(=O)cc(N3CCc4ccccc4C3)[nH]c2=O)cc1,42,11
# The list continues:
SMILES,mHtt clearance,mHtt clearance grain fraction
CC1N(O)C(c2ccc(Cl)cc2Cl)N(O)C1(C)C (stereo not given),32,23
CC1CCCN(C(=O)c2ccncc2)C1 (stereo not given),-7,40
CCC(=O)NC(C)C(c1cccs1)N1CCN(c2ccccc2)CC1 (stereo not given),24,15
O=c1[nH]cnc2cc(-c3ccccc3)sc12,43,23
COc1cccc(C(=O)Nc2ncc3c(n2)CC(C)CC3=O)c1 (stereo not given),22,15
c1ccc2[nH]c(CSc3nc4ccccc4s3)nc2c1,-8,46
c1ccc2[nH]c(CN3CCCCCC3)nc2c1,-23,22
O=C(COc1ccccc1Cl)c1ccc2c(c1)CCCC2,-13,34
CC12CCC(C(=O)N(CCC#N)CCC#N)(CC1=O)C2(C)C (stereo not given),-25,48
CCc1ccc(CCC(=O)Nc2ccc(OC)cc2)o1,7,18

# Screens from PubChem.
